Screens: PubChem, several laboratories
HTR5A inv ctr – HTR5A inverse agonists in luminescence cell assay, primary screen, counter-screen for OPRM1-OPRD1 heterodimer inverse agonist project, full-deck HTS. HTR5A cell line, inverse agonism. 5-hydroxytryptamine receptor 5A (Homo sapiens), P47898. 340,000 tested, 0.083% active. inhibition, % at 9.3 µM; in the data active means inhibition mostly above about 23%, no sharp cut-off; inactive means mostly below about 18%;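 further: 0% = cells with DMSO and 100% = no-cell wells with DMSO; some compounds called inactive have numbers as strong as hits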
C-LANA FP – inhibitors of KSHV C-LANA binding to DNA, primary screen, biochemical, fluorescence polarization, FAM-LBS DNA, MBP-C-LANA, single point; Kaposi's sarcoma herpesvirus LANA C-terminal domain (residues 932-1162) DNA binding; inhibition, % at 9 µM; 340,000 tested, 0.078% active; AID 504423, 2011;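 active means highest replicate inhibition at or above 60% at 9 µM, even if other replicates fall short; inactive means all replicates below 60% inhibition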;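 further: 0% = neutral control wells and 100% = 4 µM acridine orange control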
OPRM1-OPRD1 inv – inverse agonists of MOR-DOR heterodimerization, primary screen, cell-based, luminescence; Mu-type opioid receptor (Homo sapiens) + Delta-type opioid receptor (Homo sapiens), …; cell-based MOR-DOR heterodimer luminescence, inverse agonism; inhibition, % at 9.3 µM; 340,000 tested, 0.21% active; in the data active means inhibition above about 22%, passing the limit was not always enough;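 further: 0% = cells with DMSO and 100% = wells without cells with DMSO; values of inactives mirror those of a sister screen read the other way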
Target sequence (P35372 whole entry, looked up): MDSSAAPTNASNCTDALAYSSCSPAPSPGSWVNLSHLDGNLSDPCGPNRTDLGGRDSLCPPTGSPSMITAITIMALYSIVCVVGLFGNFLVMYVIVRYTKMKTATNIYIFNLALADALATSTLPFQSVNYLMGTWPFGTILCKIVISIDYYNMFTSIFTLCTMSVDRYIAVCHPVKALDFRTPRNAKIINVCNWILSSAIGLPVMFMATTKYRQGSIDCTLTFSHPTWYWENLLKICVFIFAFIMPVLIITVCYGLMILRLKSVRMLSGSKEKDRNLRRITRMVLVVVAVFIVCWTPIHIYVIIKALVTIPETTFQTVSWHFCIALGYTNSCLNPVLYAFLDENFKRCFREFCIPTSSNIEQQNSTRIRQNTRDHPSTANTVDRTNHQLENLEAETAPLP
Target sequence (P41143 whole entry, looked up): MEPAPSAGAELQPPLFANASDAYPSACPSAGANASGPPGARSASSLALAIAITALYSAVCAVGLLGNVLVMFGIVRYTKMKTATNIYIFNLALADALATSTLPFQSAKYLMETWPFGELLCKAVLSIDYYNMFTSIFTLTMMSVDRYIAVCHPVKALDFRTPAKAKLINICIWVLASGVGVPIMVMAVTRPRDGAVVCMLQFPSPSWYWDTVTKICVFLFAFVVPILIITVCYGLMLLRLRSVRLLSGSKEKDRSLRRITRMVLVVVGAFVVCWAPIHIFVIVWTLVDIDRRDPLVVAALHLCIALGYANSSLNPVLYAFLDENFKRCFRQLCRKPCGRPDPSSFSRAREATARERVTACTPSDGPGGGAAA
Keap1 Nrf2 FP – Keap1-Nrf2 protein-protein interaction inhibitors, primary screen, biochemical, fluorescence polarization, single point; Kelch-like ECH-associated protein 1 (Homo sapiens), Q14145; Keap1 Kelch-Nrf2 peptide fluorescence polarization, 1536-well; 340,000 tested, 0.15% active; AID 504523, 2011; inhibition, % at 9.4 µM; in the data active means inhibition above about 12%;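 further: human Keap1 Kelch domain with fluorescein labeled Nrf2 9mer peptide probe; 0% = neutral control wells and 100% = peptide positive control; higher means more block of Keap1 binding to Nrf2 peptide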
OPRM1-OPRD1 ag – agonists of OPRM1-OPRD1 heterodimerization, primary screen, cell-based, luminescence; AID 504326, 2011; cells; Mu-type opioid receptor (Homo sapiens) + Delta-type opioid receptor (Homo sapiens), …; activation, % at 9.3 µM; 340,000 tested, 0.3% active; in the data active means activation above about 18%;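 further: 0% = vehicle-treated cells and 100% = reference agonist; values of inactives mirror those of a sister screen read the other way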
RTF Ca sens act – cardiac RTF calcium sensitivity activators, primary screen, biochemical, IANBD-TnC fluorescence, EC20 calcium; Troponin I, cardiac muscle (Homo sapiens) + Troponin T, cardiac muscle (Homo sapiens) + …; IANBD-labeled TnC RTF fluorescence at EC20 calcium; 0% EC20 calcium, 100% full calcium; AID 493008, 2010; 340,000 tested, 0.24% active; activation, % at 7.2 µM;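 active means activation above the mean over all tested compounds plus 3 SD, cut at about 30% in these data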;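 further: rise in fluorescence read as greater calcium sensitivity of cardiac thin filaments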
V-ATPase pH – regulators of yeast V-ATPase proton pumping, primary screen, pHLuorin cytosolic pH fluorescence; S. cerevisiae; response, % at 10 µM; 350,000 tested, 0.37% active; AID 504577, 2011; in the data active means response mostly above about 7.3%, no sharp cut-off; inactive means mostly below about 5.4%; further: actives read high; inactives centre near 0; some compounds called inactive have numbers as strong as hits; reference of the scale not given here
RTF Ca sens inh – cardiac RTF calcium sensitivity inhibitors, primary screen, biochemical, IANBD-TnC fluorescence, EC70 calcium | Troponin I, cardiac muscle (Homo sapiens) + Troponin T, cardiac muscle (Homo sapiens) + … | IANBD-labeled cardiac RTF, Ca2+ fluorescence | inhibition, % at 7.15 µM | 340,000 tested, 0.12% active;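 active means inhibition above the mean inhibition of all tested compounds plus 3 SD, cut at about 17% in these data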;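 further: assay run at fixed EC70 calcium of 1.6 mM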
HTR5A ag – HTR5A agonists in luminescence cell assay, primary screen, counter-screen for OPRM1-OPRD1 heterodimer agonist project, full-deck HTS; 5-hydroxytryptamine receptor 5A (Homo sapiens), P47898; cell-based; activation, % at 9.3 µM; 340,000 tested, 0.61% active; in the data active means activation mostly above about 9.5%, no sharp cut-off; inactive means mostly below about 7.6%;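 further: 0% = cells with vehicle only and 100% = reference agonist; strong numbers were not always called active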
CAL PDZ FP – untagged CAL PDZ binding inhibitors, primary screen, biochemical, fluorescence polarization, HTS. Golgi-associated PDZ and coiled-coil motif-containing protein (Homo sapiens), Q9HD26. purified CAL PDZ, TMR-peptide fluorescence polarization, 1 h. inhibition, % at 24.9 µM. 300,000 tested, 0.92% active. AID 602252, 2012;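 active means mean inhibition of at least 30% with at least half of replicates also reaching 30%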;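 further: 0% = DMSO neutral control and 100% = excess unlabeled competitor peptide PRC23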
Starred values were filed as active, the others as inactive; / = no result given. Rows are unselected. Share with any hit: about 2.8%.

SMILES | HTR5A inv ctr | C-LANA FP | OPRM1-OPRD1 inv | Keap1 Nrf2 FP | OPRM1-OPRD1 ag | RTF Ca sens act | V-ATPase pH | RTF Ca sens inh | HTR5A ag | CAL PDZ FP
OCCC1CCCCN1CC(O)COCc1ccc(Cl)cc1 (configuration not stated) | 17 | 1.0 | -5 | 2 | 0.7 | -7 | -1 | 1 | -7 | /
COc1ccc(CCc2nnc(CCC(=O)N(C)Cc3ccnc4ccccc34)o2)cc1 | -23 | 0.8 | 4 | -3 | -0.9 | -2 | -2 | -10 | -2 | 1
CC(=O)c1cccc(NC(=O)c2cc(C)no2)c1 | -3 | -2.8 | 15 | 0 | -2.7 | 0 | 7 | -9 | 1 | /
COc1ccc(CNC(=O)C2CCC(CNc3c(N4CCC(C)CC4)c(=O)c3=O)CC2)cc1 (configuration not stated) | 0 | -9.3 | 4 | 1 | -0.7 | -4 | -1 | -6 | 0 | 0
CN(C(=O)c1ccc(NC(=O)Cc2cccc(NC(=O)C3CCN(C(=O)C4CCC4)CC3)c2)cc1)C1CCCC1 | -17 | -1.1 | 18 | -4 | -3.4 | -2 | -4 | -10 | -3 | 1
CCN1CCN(c2ccc(NC(=O)c3cccc(F)c3)cc2Cl)CC1 | 2 | -1.5 | 7 | 5 | -1.4 | 0 | -2 | 5 | -1 | 3
Cc1cc(C)c(NC(=O)/C=C\C(=O)O)c([N+](=O)[O-])c1 | 0 | 0.2 | -3 | -4 | 0.5 | -2 | -6 | -24 | -9 | -7
COc1ccccc1-c1cc(C(=O)NCc2ccccc2)no1 | 4 | -1.2 | 6 | -2 | -1.2 | -4 | 0 | 0 | 0 | -4
COc1ccc(OC)c(/C=C2/Sc3ccccc3C2=O)c1 | -7 | 0.7 | -40 | -5 | 7.0 | 37* | 0 | -60 | 3 | -4
Cc1cc(OCC(=O)Nc2ccc3c(c2)OCCO3)ccc1Cl | 23 | 0.1 | -11 | 1 | 1.9 | 6 | -5 | -2 | 4 | -8
COc1ccc(NC2CCCN(C(=O)CCCn3cncn3)C2)cc1OC (configuration not stated) | 25 | -0.9 | 4 | -4 | -0.7 | -1 | -2 | 0 | 3 | -10
Cc1ccc(C)c(NC(=S)N2CCC(NC(=O)C3CCCCC3)CC2)c1 | -14 | 1.7 | 14 | -7 | -2.2 | -4 | 3 | -23 | -1 | -4
O=c1[nH]c(N2CCc3ccccc32)nc2c1CCCC2 | -2 | 0.0 | 13 | 2 | -3.0 | -3 | 5 | -13 | 2 | -4
COc1ccc(NC(=O)CSc2nnc(C3CC3)n2C)cc1S(=O)(=O)N1CCCCC1 | 5 | -1.1 | 4 | 1 | -1.0 | -2 | 4 | 0 | -2 | -13
O=C(CN1C(=O)c2ccccc2S1(=O)=O)Nc1ccccc1 | 8 | -0.3 | 12 | 1 | -2.2 | 4 | 0 | 3 | -1 | -1
COc1ccc(S(=O)(=O)N2CCN(C(=O)[C@H](Cc3ccccc3)NC(=O)c3ccco3)CC2)cc1 | -13 | -2.0 | 7 | 1 | -1.8 | -5 | 6 | 6 | 4 | 0
CC(C)(O[C@@H]1O[C@H](CO)[C@@H](O)[C@H](O)[C@H]1O)[C@@H]1CC=C(C(=O)O)CC1 | -9 | 3.5 | 11 | -4 | -2.0 | 0 | -1 | -9 | 2 | -1
CCOC(=O)c1ccc(-c2ccc(/C=N/NC(=O)CN(c3cccc(C)c3)S(C)(=O)=O)o2)cc1 | 5 | -1.4 | 1 | 0 | -0.3 | -2 | 1 | 3 | 1 | -3
Cc1noc(C)c1COC(=O)CCc1nc2ccccc2s1 | -32 | 0.2 | 14 | -4 | -2.6 | 7 | 0 | -10 | -5 | -3
O=C(Nc1ccccc1)Nc1ccccn1 | -27 | -0.9 | -18 | -7 | 3.4 | 0 | 2 | -5 | 0 | -3
CCN1CCN(S(=O)(=O)c2cc(OC)ccc2OC)CC1 | 20 | -0.3 | 9 | 2 | -1.6 | 0 | -1 | 1 | -4 | -2
CCCCN(CCCC)C(=O)c1cc2ccccc2c(=O)o1 | 15 | -2.3 | 14 | -4 | -2.6 | 0 | 1 | 4 | 3 | -6
Cc1cc2c(cc1S(=O)(=O)NCc1ccccc1)n(C)c(=O)c(=O)n2C | 4 | -1.0 | 9 | 3 | -1.7 | 1 | -3 | -6 | -1 | /
Cc1c(C(=O)N2CCCCC2)c(S(=O)(=O)NCc2ccc(F)cc2)c(C)n1C | -18 | 0.1 | 19 | 2 | -3.7 | 1 | -2 | -7 | 5 | 0
CCN(CC)C(=O)C12CC3CC(CC(Br)(C3)C1)C2 | -5 | -0.5 | -10 | -2 | 1.9 | 10 | -2 | -5 | -2 | /
Continuation.
SMILES | HTR5A inv ctr | C-LANA FP | OPRM1-OPRD1 inv | Keap1 Nrf2 FP | OPRM1-OPRD1 ag | RTF Ca sens act | V-ATPase pH | RTF Ca sens inh | HTR5A ag | CAL PDZ FP
CC(C)CC(=O)Nc1ccccc1-c1nnn(CC(=O)N2CCc3ccccc3C2)n1 | -2 | 3.5 | 0 | 1 | 0.0 | -2 | 6 | 2 | -3 | -7
CCN1CCN(c2ccc(S(=O)(=O)N3CCCCC3)cc2NC(=O)C(C)Oc2ccc(F)cc2)CC1 (configuration not stated) | -15 | -1.1 | -25 | 3 | 4.6 | -5 | 0 | -6 | 5 | 2
CC(C)Oc1ccc(C(=O)Nc2ccc(C(F)(F)F)n(C)c2=O)cc1 | -7 | 1.2 | 2 | -5 | -0.3 | 3 | 0 | -6 | 3 | 0
C/C(=N\OC(=O)Nc1ccc(Cl)cc1)c1ncc(C(F)(F)F)cc1N1CCOCC1 | 24 | -0.6 | -10 | -1 | 1.6 | 5 | 4 | -1 | -3 | -5
CN(CCCNC(=O)c1ccc(N2CCCC2=O)cc1)c1ccccc1 | 0 | -4.7 | -1 | 5 | 0.1 | 0 | -5 | -7 | 1 | 0
COc1ccc(CCNC(=O)CCc2ccsc2)cc1OC | -12 | 1.1 | 12 | 2 | -2.3 | -4 | 0 | -5 | 4 | -4
Cc1cccnc1CCNC(=O)CCc1nnc(CCc2ccccc2)o1 | -29 | -0.5 | 5 | 1 | -1.1 | 3 | 2 | -4 | -1 | -2
Cc1cc(C)cc(-n2nnnc2SCC(=O)Nc2nc(-c3ccc(Cl)cc3)cs2)c1 | 11 | -1.8 | -15 | 5 | 2.7 | 1 | -2 | -2 | -1 | 0
Cc1ccc2nsnc2c1N | 9 | 1.2 | 8 | -2 | -1.8 | 0 | -2 | -10 | -4 | -1
COC(=O)c1ccccc1S(=O)(=O)N1CCC(C(=O)OC(C)C(=O)NC(N)=O)CC1 (configuration not stated) | 7 | 6.2 | 14 | 0 | -2.7 | 7 | 4 | -3 | 6 | 1
Cc1ccc(-n2c(C)cc(/C=N\NC(=O)CC(=O)NC(C)C)c2C)cc1 | 18 | 0.3 | 9 | -6 | -1.6 | 3 | -1 | -11 | -4 | -1
COc1ccc(CSc2nc(C)cc(C)c2S(C)(=O)=O)cc1 | 13 | 0.8 | 8 | -1 | -1.6 | -4 | -1 | 3 | -3 | -2
O=C(O)c1ccc(/C=N/Nc2ccc(C(F)(F)F)cn2)cc1 | -2 | -0.7 | 5 | -2 | -0.9 | 4 | 0 | -1 | 1 | -6
CCc1ccccc1N(CC(=O)O)S(C)(=O)=O | 7 | -0.2 | 13 | -2 | -2.4 | -2 | 1 | -13 | -2 | 43*
COc1ccc(CCn2nnnc2C(C(C)C)N2CCC(C(N)=O)CC2)cc1OC (configuration not stated) | 15 | -1.8 | 12 | -4 | -1.9 | -5 | 2 | -4 | -5 | -2
CCCn1c(N2CCC(Cc3ccccc3)CC2)nc2c1c(=O)[nH]c(=O)n2C | 6 | 0.6 | -18 | 1 | 4.0 | -5 | -1 | -5 | 2 | -4
CC(NC(=O)C12CC3CC(C)(CC(C)(C3)C1)C2)c1ccncc1 (configuration not stated) | -23 | -1.3 | 11 | -4 | -2.2 | -2 | -2 | 2 | 6 | -3
CCCN1CCC(NC(=O)Nc2ccc(Br)cc2)CC1 | -4 | 1.0 | -16 | -1 | 2.1 | -5 | 1 | 7 | 1 | -5
Cc1nc2nc(C)c(NS(=O)(=O)c3ccc(C(C)(C)C)cc3)c(=O)n2[nH]1 | -1 | -3.5 | 15 | -2 | -2.9 | 1 | 1 | -7 | 0 | -2
Cc1nnc(Sc2cc(NCCCO)c([N+](=O)[O-])c3nonc23)s1 | 45 | 2.0 | 21 | 5 | -4.3 | 4 | -6 | -11 | -2 | 6
Cc1ccc(C(=O)NC2CCC(C)CC2)o1 (configuration not stated) | -48 | 0.4 | -13 | -8 | 2.0 | 4 | -2 | -1 | 9 | 0
C=CC[C@@H](CC(=O)N(CCO)Cc1ccccc1)C(=O)N[C@H](COC(=O)[C@@H](CC=C)CC(=O)OC(C)(C)C)c1ccccc1 | 0 | 1.8 | -7 | -1 | 1.3 | -4 | -2 | 2 | -2 | 4
O=C1CC(=O)N(Cc2ccco2)C(=O)N1 | -12 | 94* | 15 | -18 | -2.4 | -10 | 0 | 5 | 6 | 1
Cc1oc2ccc(O)cc2c1C(=O)c1ccc([N+](=O)[O-])cc1 | -30 | -0.4 | -23 | -1 | 4.3 | -7 | 1 | 4 | 3 | /
O=C(NCC(=O)N1CCCC1)c1ccc(Br)o1 | 9 | 3.7 | 14 | 1 | -3.1 | -4 | -3 | -5 | -2 | 1
Cc1cc2nnc(SC3CCCCN(C(=O)c4ccc(F)cc4)C3=O)n2c2ccccc12 (configuration not stated) | 7 | 1.2 | 7 | -6 | -1.2 | -1 | 4 | -7 | -6 | -5
COc1cccc(CNC(=O)c2cccc(S(=O)(=O)N3CCN(c4ccc(F)cc4)CC3)c2)c1 | -4 | -0.5 | 7 | 2 | -1.2 | 1 | -1 | -11 | 1 | 0
CNc1nc(-c2ccccc2)cc(C(F)(F)F)c1C#N | 19 | 0.4 | 2 | 0 | -0.5 | -9 | 1 | -1 | -8 | -5
O=C(CNCC1CCCO1)Nc1ccccc1N1CCCCCC1 (configuration not stated) | -5 | -0.4 | -10 | 2 | 1.7 | -1 | 4 | 11 | 3 | 1
CC(C)(C)OC(=O)NCCc1nnc(SCc2ccc(Cl)cc2Cl)o1 | 6 | -2.6 | -31 | -3 | 6.1 | 6 | -5 | -6 | -2 | -1
